Nrf2 activator = qHTS of Nrf2 Activators. AREc32 ARE-luciferase reporter (MCF7-derived line), luminescence, 24 h. Potency, µM (doses to about 46.1 µM), without a hit: at the top dose activation, usual class: activators. 410,000 tested, 0.31% active; further: potency means the concentration at half of the fitted maximal effect; % of control where 0% means no effect; nearly all actives have a fitted effect of over 65% in size
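Luminescent ARE reporter assay in AREc32_Fluc cells: overnight plating at 37 deg C, 24 hr compound incubation, Steady-Glo added, 30 min RT before reading.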
TGFb SMAD3 inh = qHTS for Inhibitors of TGF-b. HepG2 CAGA-GFP TGF-b/SMAD3 reporter, GFP fluorescence, 18 h; TGF-beta stimulated, 500 pg/mL final. Potency, µM (highest dose often 46.1 µM), inactives show at the highest dose activity, negative = inhibition, actives largely listed as inhibitors. 410,000 tested, 1.2% active; further: potency means the concentration at half of the fitted maximal effect; on the % scale 0 is the no-effect control and ±100 the full control effect; nearly all actives have a fitted effect of over 65% in size
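Smad-responsive CAGA-GFP expression was quantified in HEPG2 cells exposed to compounds and 500 pg/mL final TGF-beta for 18 h at 37 degrees C; unstimulated wells defined full inhibition.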
S2 tox = Viability Counterscreen for Primary qHTS for Inhibitors of ATXN expression; S2 cells (HEK-293 line with an ATXN2-luciferase reporter) viability, CellTiter-Fluor protease fluorescence, 24 h; Potency, µM (highest dose often 56.7 µM), usual class: cytotoxic; 400,000 tested, 0.49% active; AID 651635, 2014; further: potency means the concentration at half of the fitted maximal effect; nearly all actives have a fitted effect of over 40% in size
Nrf2 block = Nrf2 qHTS screen for inhibitors. A549 ARE-Fluc reporter, luciferase luminescence, 18-24 h. Potency, µM (titrated, usually from 46 µM), inactives show top-dose activity change, negative = inhibition, most hits filed as inhibitors. 360,000 tested, 2.1% active. AID 504444, 2011; further: potency means the concentration at half of the fitted maximal effect; on the % scale 0 is the no-effect control and ±100 the full control effect; nearly all actives have a fitted effect of over 60% in size
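In this cell-based qHTS, ARE-driven firefly luciferase in A549 cells reports Nrf2 activity; the luminescent signal after BugLite lysis is the measured value, with a prior CellTiter-Fluor read for cell health.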
Akt phos inh = HTS Assay for Inhibitors of Akt Phophorylation: Primary Screen | Neuro2A IGF-stimulated pAkt S473 HTRF, 20 min; stronger effect = lower value | activity change, % for hits at 50 µM | 360,000 tested, 0.32% active; in the data active means activity change below about -80%; inconclusive means mostly about -51% to -80%; further: on the % scale 0 is the no-effect control and ±100 the full control effect
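Single-point screen (50 µM final compound) in Neuro2A cells stimulated 20 min with 6 nM IGF at 37 deg C. After lysis, Ser473-phosphorylated Akt read by HTRF (ex 330 nm, em 615/665 nm) as the 665/615 ratio.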
A549 viability = Nrf2 qHTS screen for inhibitors: counterscreen for cytotoxicity; AID 504648, 2011; Potency, µM (top dose mostly 46 µM), for inactives: top-dose activity change, negative = cytotoxicity, most hits filed as inhibitors; A549 ARE-Fluc cells, CellTiter-Fluor viability, 18-24 h; 390,000 tested, 0.16% active; further: potency means the concentration at half of the fitted maximal effect; on the % scale 0 is the no-effect control and ±100 the full control effect
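Cytotoxicity counterscreen: CellTiter-Fluor fluorescence was measured in A549 ARE_Fluc cells after 18-24 h of compound exposure in a concentration series. The subsequent BugLite luminescent read reports ARE-luciferase activity.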
CCT modulator = High-Throughput Screening for Modulators of Cytosolic Chaperonin Activity; activity change, % (concentration not given with the values), hits read low; 360,000 tested, 0.3% active; AID 651819, 2012; purified chaperonin ATPase assay, HTRF ADP detection, 30 min; in the data active means activity change below about -30%; further: on the % scale 0 is the no-effect control and ±100 the full control effect
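Enzyme 40 or 20 nM (batch-dependent) in Tris pH 7.4/KCl/MgCl2/DTT; cpd 76 uM single point; ATP 10 uM; 30 min 37 °C; Transcreener ADP HTRF detection, 30 min RT; ratio 665/615.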
MmCpn inh = Inhibitors of TCP-1 ring complex (TRiC) of Methanococcus maripaludis (MmCpn): qHTS; Chaperonin Mm-Cpn (Methanococcus maripaludis); AID 504842, 2011; Potency, µM (top dose mostly 76.9 µM), without a hit: at the highest dose activity, negative = inhibition, hits mostly inhibitors; purified Mm-Cpn ATPase, ADP Transcreener TR-FRET; 330,000 tested, 0.031% active; further: potency means the concentration at half of the fitted maximal effect; on the % scale 0 is the no-effect control and ±100 the full control effect; nearly all actives have a fitted effect of over 80% in size
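Purified archaeal chaperonin (25 nM final) was preincubated with compound for 10 min at 37°C, then ATP (10 uM final) was added for 30 min at 37°C in Tris pH 7.4/KCl/MgCl2/DTT buffer. ADP was quantified by HTRF Transcreener TR-FRET.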
HepG2 tox = qHTS for Inhibitors of TGF-b: Cytotox Counterscreen; HepG2 CAGA-GFP viability, ATP luminescence, 18 h; Potency, µM (doses to about 46.1 µM), inactives show at the highest dose activity change, negative = cytotoxicity, usual class: cytotoxic; 410,000 tested, 0.76% active; further: potency means the concentration at half of the fitted maximal effect; some results filed as inactive show a strong effect at the top dose
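CellTiter-Glo luminescence gave cytotoxicity after 18 hours at 37 degrees C. The cells were HepG2 CAGA-GFP in 1% FBS DMEM, stimulated with 500 pg/mL TGF-beta after compound addition. %Activity was normalised to no-cell wells (complete cell-killing) and DMSO (no toxicity), and curves were fitted and classified.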
* = called active by the depositor; [ ] = dose if it differs, or a comment. Unless noted, the call rests on the fitted dose curve; in most records, active means well fitted curve in the direction sought with a large enough effect; inconclusive means small, poorly fitted or top-dose-only effect, or another doubt; inactive means no such curve, though single readings can be large; an effect the other way counts as inactive or inconclusive.

What do the screens show for `NS(=O)(=O)c1ccc(CCNC(=O)c2ccc(Br)s2)cc1`?
Nrf2 activator: 0.1%; TGFb SMAD3 inh: -11%; S2 tox: inactive; Nrf2 block: 0%; Akt phos inh: inactive; A549 viability: 2%; CCT modulator: -2.6; MmCpn inh: -1%; HepG2 tox: -24%

Results for O=C(CN1C(=O)CSc2ccc(S(=O)(=O)N3CCCCC3)cc21)NCc1ccc(F)cc1Cl ?
Nrf2 activator: 0.2%; TGFb SMAD3 inh: inconclusive; S2 tox: inactive; A549 viability: -1%; HepG2 tox: -20%

What do the screens show for `COc1ccc(C(=O)c2c(N)c(-c3nc(-c4ccc5c(c4)OCO5)cs3)c3ccccn23)cc1`?
Nrf2 activator: 2.6%; TGFb SMAD3 inh: 7%; S2 tox: inactive; Nrf2 block: 1%; A549 viability: 0%; HepG2 tox: 1%

Results for Cc1ccc2oc(C(=O)Nc3ccc(S(=O)(=O)Nc4ncccn4)cc3)c(C)c2c1 ?
Nrf2 activator: -0.9%; TGFb SMAD3 inh: -4%; S2 tox: inactive; Nrf2 block: -17%; Akt phos inh: inactive; A549 viability: -6%; CCT modulator: 0.1; MmCpn inh: 1%; HepG2 tox: -4%

Results for CC1CCCN(C(=O)c2cc3ccccc3cc2O)C1 (stereo not drawn) ?
Nrf2 activator: -0.2%; TGFb SMAD3 inh: 0%; S2 tox: inactive; Nrf2 block: 13%; Akt phos inh: inactive; A549 viability: -4%; CCT modulator: -3.5; MmCpn inh: -2%; HepG2 tox: 0%

Results for Cc1ccccc1-c1nnc(CN2CCN(c3ccccn3)CC2)o1 ?
Nrf2 activator: 3.0%; TGFb SMAD3 inh: 11%; S2 tox: inactive; Nrf2 block: 0%; A549 viability: 2%; HepG2 tox: -6%

How did CCOc1ccc(CC(=O)Nc2c(C(=O)Nc3ccccc3)oc3ccccc23)cc1OCC do in these assays?
Nrf2 activator: -0.5%; TGFb SMAD3 inh: -1%; S2 tox: inactive; Nrf2 block: inconclusive; Akt phos inh: inactive; A549 viability: -15%; CCT modulator: 0.6; MmCpn inh: 1%; HepG2 tox: 3%

Results for COc1cc(OC)c(/C=N/NC(=O)c2ccncc2)cc1Br ?
Nrf2 activator: 0.3%; TGFb SMAD3 inh: 1%; S2 tox: inactive; Nrf2 block: 2%; Akt phos inh: inactive; A549 viability: -6%; CCT modulator: -0.4; MmCpn inh: 0%; HepG2 tox: 4%

Results for CC1(C)Cc2[nH]c(=S)c(C#N)cc2CO1 ?
Nrf2 activator: 2.7%; TGFb SMAD3 inh: -1%; S2 tox: inactive; Nrf2 block: 20%; Akt phos inh: inactive; A549 viability: -2%; CCT modulator: -1.2; MmCpn inh: -3%; HepG2 tox: -11%

How did Cc1ccc(S(=O)(=O)NC(=NC(C)C(=O)O)c2ccccc2)cc1 (stereo not drawn) do in these assays?
Nrf2 activator: 4.6%; TGFb SMAD3 inh: 30%[activator]; S2 tox: inconclusive; Nrf2 block: 3%; Akt phos inh: inactive; A549 viability: -9%; CCT modulator: 0.5; MmCpn inh: 1%; HepG2 tox: 29%

What do the screens show for `COc1cc2c(cc1Cl)C(=O)C(F)(c1ccccc1)C(=O)N2` (stereo not drawn)?
Nrf2 activator: 15%; TGFb SMAD3 inh: inconclusive; S2 tox: inactive; Nrf2 block: 10%; Akt phos inh: inactive; A549 viability: 5%; CCT modulator: 1.3; MmCpn inh: -1%; HepG2 tox: -30%

How did COCC(=O)N(C)C[C@H]1Oc2cc(C#Cc3cccnc3)ccc2S(=O)(=O)N([C@H](C)CO)C[C@H]1C do in these assays?
Nrf2 activator: 3.8%; TGFb SMAD3 inh: -4%; S2 tox: inactive; Akt phos inh: inactive; CCT modulator: 2.9; HepG2 tox: -12%

How did Cc1oc2cc(O)ccc2c(=O)c1-c1cnn(-c2ccccc2)c1 do in these assays?
Nrf2 activator: 5.1%; TGFb SMAD3 inh: -5%; S2 tox: inactive; Akt phos inh: inactive; A549 viability: -9%; CCT modulator: -5.1; MmCpn inh: -7%; HepG2 tox: -11%

How did Cc1ccc2c(c1C)NC(C)CC2C (stereo not drawn) do in these assays?
Nrf2 activator: -0.4%; TGFb SMAD3 inh: 0%; S2 tox: inactive; Nrf2 block: 5%; Akt phos inh: inactive; A549 viability: -1%; CCT modulator: 0.4; MmCpn inh: 1%; HepG2 tox: -29%

How did O=C(c1cccc(C(=O)N2CCN(c3ccccc3F)CC2)c1)N1CCN(c2ccccc2F)CC1 do in these assays?
Nrf2 activator: -0.2%; TGFb SMAD3 inh: -22%; S2 tox: inactive; Nrf2 block: -18%; Akt phos inh: inactive; A549 viability: 1%; CCT modulator: -2.3; MmCpn inh: 2%; HepG2 tox: -5%

How did CCN(CC)CCNCC1C(=O)O[C@@H]2C[C@@]3(C)CCC[C@H](C)C3=C[C@H]12 (stereo partly drawn) do in these assays?
Nrf2 activator: 11µM*; TGFb SMAD3 inh: inconclusive; S2 tox: inactive; Nrf2 block: -11%; Akt phos inh: inactive; A549 viability: 1%; CCT modulator: -3.7; MmCpn inh: -10%; HepG2 tox: -19%

How did Cc1oc(CC(C)C)c(CN)c1C(=O)O do in these assays?
Nrf2 activator: -0.7%; TGFb SMAD3 inh: 10%; S2 tox: inactive; Nrf2 block: 0%; A549 viability: -1%; CCT modulator: 0.8; MmCpn inh: -12%; HepG2 tox: -19%

Results for COc1ccc(CC(N)c2csc(NC(=O)Nc3cccc(C(F)(F)F)c3)n2)cc1 (stereo not drawn) ?
Nrf2 activator: -3.2%; TGFb SMAD3 inh: inconclusive; S2 tox: inconclusive; Akt phos inh: inactive; CCT modulator: -1.4; HepG2 tox: -114%

Results for Cc1ccccc1NC(=O)CSC1=Nc2ccccc2C2=NC(CCC(=O)NCc3ccccc3)C(=O)N12 (stereo not drawn) ?
Nrf2 activator: -0.2%; TGFb SMAD3 inh: -13%; S2 tox: inactive; Nrf2 block: inconclusive; A549 viability: -20%; HepG2 tox: -36%

What do the screens show for `COc1ccc(CCNC(=O)CC2Nc3ccccc3NC2=O)cc1OC` (stereo not drawn)?
Nrf2 activator: 1.8%; TGFb SMAD3 inh: 7%; S2 tox: inactive; Nrf2 block: 15%; Akt phos inh: inactive; A549 viability: 11%; CCT modulator: -1.0; MmCpn inh: 0%; HepG2 tox: 7%

Reprinted from the part before: 3 compounds, followed by the next part.
Results for COc1ccc(CC(N)c2csc(NC(=O)Nc3cccc(C(F)(F)F)c3)n2)cc1 (stereo not drawn) ?
Nrf2 activator: -3.2%; TGFb SMAD3 inh: inconclusive; S2 tox: inconclusive; Akt phos inh: inactive; CCT modulator: -1.4; HepG2 tox: -114%

Results for Cc1ccccc1NC(=O)CSC1=Nc2ccccc2C2=NC(CCC(=O)NCc3ccccc3)C(=O)N12 (stereo not drawn) ?
Nrf2 activator: -0.2%; TGFb SMAD3 inh: -13%; S2 tox: inactive; Nrf2 block: inconclusive; A549 viability: -20%; HepG2 tox: -36%

What do the screens show for `COc1ccc(CCNC(=O)CC2Nc3ccccc3NC2=O)cc1OC` (stereo not drawn)?
Nrf2 activator: 1.8%; TGFb SMAD3 inh: 7%; S2 tox: inactive; Nrf2 block: 15%; Akt phos inh: inactive; A549 viability: 11%; CCT modulator: -1.0; MmCpn inh: 0%; HepG2 tox: 7%

How did COc1ccc(C(=O)N[C@H](C(=O)Nc2ccc(OC)nc2)C(C)C)cc1 do in these assays?
Nrf2 activator: -0.5%; TGFb SMAD3 inh: 0%; S2 tox: inactive; Nrf2 block: 10%; Akt phos inh: inactive; A549 viability: -15%; CCT modulator: -0.7; MmCpn inh: -2%; HepG2 tox: 9%

What do the screens show for `S=C(NCCc1ccccc1)N1CCN(C2CCCCC2)CC1`?
Nrf2 activator: -0.1%; TGFb SMAD3 inh: -15%; S2 tox: inactive; Nrf2 block: -9%; Akt phos inh: inactive; A549 viability: -7%; CCT modulator: -2.0; MmCpn inh: 1%; HepG2 tox: -24%

Results for CCCn1c2ccccc2c2cnn(CC(=O)O)c(=O)c21 ?
Nrf2 activator: 3.5%; TGFb SMAD3 inh: -2%; S2 tox: inactive; Nrf2 block: -7%; Akt phos inh: inactive; A549 viability: -6%; CCT modulator: -1.1; MmCpn inh: -1%; HepG2 tox: 2%

How did CC(Sc1nnc(-c2ccccc2Br)n1-c1cccc(C(F)(F)F)c1)C(N)=O (stereo not drawn) do in these assays?
Nrf2 activator: -0.4%; TGFb SMAD3 inh: 6%; S2 tox: inactive; Nrf2 block: 10%; Akt phos inh: inactive; A549 viability: -2%; CCT modulator: -2.5; MmCpn inh: 1%; HepG2 tox: -2%

What do the screens show for `COC(=O)[C@H](C)NC(=O)N1CCC(Cc2ccccc2)CC1`?
Nrf2 activator: 0.1%; TGFb SMAD3 inh: 7%; S2 tox: inactive; Nrf2 block: -7%; Akt phos inh: inactive; A549 viability: 0%; CCT modulator: 0.6; MmCpn inh: -3%; HepG2 tox: 6%

What do the screens show for `CCC(CO)Oc1cc(NC(=O)c2cccc([N+](=O)[O-])c2)c2ncn(C(C)C)c2c1` (stereo not drawn)?
Nrf2 activator: 3.6%; TGFb SMAD3 inh: 3%; S2 tox: inactive; Nrf2 block: 13%; Akt phos inh: inactive; A549 viability: -10%; CCT modulator: 2.2; MmCpn inh: -1%; HepG2 tox: -11%

High-throughput results from PubChem.
